TCR act: T cell receptor activation; primary human leukocytes, anti-CD3, IL-2 HTRF, 48 h; Potency, µM (titrated, usually from 9.22 µM), for inactives: at the highest dose activation of IL-2 secretion, actives largely listed as activators; AID 504894; 330,000 tested, under 10 active; note: % of control where 0% means no effect
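Using a-CD3 beads without co-stimulation, primary human leukocytes were exposed to compounds for 48 hr. An HTRF IL-2 kit measured the cytokine, with europium-to-d2 energy transfer producing emission at 665nm upon 320nm excitation.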
BRCA1 expr act: BRCA1 expression activation. MCF7-BRCA1-FFLuc reporter, luminescence, 48 h; response scale: scaled: vehicle 0%, 10 µM genistein 100%. 380,000 compounds, 1.1% hits. Potency, µM (titrated, usually from 46.1 µM), for inactives: at the top dose activation, actives largely listed as activators; note: potency is the fitted concentration of half-maximal effect; nearly all actives have a fitted effect of over 80% in size; some results filed as inactive show a strong effect at the top dose
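MCF7-BRCA1-FFLuc, 2000 cells/well; 2 h attach, 37 °C/5% CO2; compound 48 h; luciferase substrate 15 min; luminescence end-point. Norm. to genistein 10 microM max activation and DMSO; concentration-response curves fitted.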
MLL CXXC-DNA inh: inhibitors of human MLL CXXC domain-DNA interaction; MLL-CXXC / FITC-HOXA9 DNA fluorescence polarization; Q03164; Potency, µM (titrated, usually from 115 µM), for inactives: at the top dose activity change, negative = inhibition, usual class: inhibitors; AID 2662; 290,000 compounds, 0.037% hits; active = well fitted inhibition curve with a large enough effect in the polarisation, with a control signal flat, not every such curve was filed as active; inconclusive = small, poorly fitted or top-dose-only effect, or effect the other way, or a change in a side signal; inactive = no such curve, though single readings can be large or run the other way; the % refers to the polarisation; note: potency is the fitted concentration of half-maximal effect
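Fluorescence polarization: 7 uM MLL-CXXC (stock) preincubated 5 min with compounds, then 50 nM fluorescein-HOX-A9 DNA (stock) added; 30 min ambient. Buffer 50 mM Tris-HCl pH 7.5, 50 mM NaCl, 1 mM DTT, 0.05% BSA.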
ELG1 DNA repair: ELG1-dependent DNA repair inhibition; HEK293T ELG1-luciferase reporter, luminescence, 16 h; DNA damage induced by 5-fluorouridine; Potency, µM (top dose mostly 46.1 µM), for inactives: at the top dose activity change, negative = inhibition, actives largely listed as inhibitors; 330,000 compounds, 2.3% hits; AID 504467; note: potency is the fitted concentration of half-maximal effect; % is set by controls: 0 for no effect and ±100 for the full control effect; nearly all actives have a fitted effect of over 55% in size
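Cells (2,000 per well) received 5-fluorouridine plus test compound or DMSO and were incubated 16 hr at 37 °C, 5% CO2. Luciferase activity was read by luminescence 30 min after ONE-Glo addition; signal suppression marked inhibition of damage-induced ELG1 function.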
a7 integrin act: integrin-mediated muscular dystrophy alleviation activation; 350,000 compounds, 0.064% hits; Potency, µM (highest dose often 38.3 µM), for inactives: top-dose activation, most hits filed as activators; alpha7betagal myoblasts, beta-gal FDG fluorescence, 48 h;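 note: potency is the fitted concentration of half-maximal effect; 100% = response of the positive control SU9516; nearly all actives have a fitted effect of over 60% in size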
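alpha7betagal+/- myoblasts (passage 13, 250/well) treated 48 h at 37C with compounds at 1:260 dilution of DMSO stock. Lysed, then beta-galactosidase activity read as FDG fluorescence (ex 480/em 540) after 30 min, with pre-read for autofluorescence.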
TSG101-PTAP inh: blocks PTAP/TSG101 interaction to inhibit HIV-1 budding | Q99816 | Fluorescence polarization, FITC-PTAP peptide / Tsg101 binding | Potency, µM (doses to about 115 µM), for inactives: at the top dose activity change, negative = inhibition, actives largely listed as inhibitors | 340,000 tested, under 10 active | AID 493005; active = well fitted inhibition curve with a large enough effect in the main read-out, with a control signal flat, not every such curve was filed as active; inconclusive = small, poorly fitted or top-dose-only effect, or effect the other way, or a change in a side signal; inactive = no such curve, though single readings can be large or run the other way; note: potency is the fitted concentration of half-maximal effect; % of control where 0% means no effect
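Fluorescence anisotropy tracks displacement of a FITC-tagged PTAP peptide (50 nM) from the Tsg101 binding domain (10 uM), following a 20 min room-temperature incubation at pH 7.5.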
A-T KAP1 phos: potential ataxia-telangiectasia treatment | […] A-T fibroblasts, KAP-1 phosphorylation AlphaLISA; neocarzinostatin DNA damage 30 min before lysis | Potency, µM (titrated, usually from 57.5 µM), without a hit: at the top dose activation, most hits filed as activators | 320,000 compounds, 0.19% hits; note: potency is the fitted concentration of half-maximal effect; % of control where 0% means no effect; nearly all actives have a fitted effect of over 45% in size
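ATM-like activity read as KAP-1 phosphorylation via AlphaLISA donor/acceptor antibody pairs after lysis and 6 hr at 25C. Cells were ATM-null patient fibroblasts ([…], hTERT), dosed 60 min, then exposed to the DSB inducer NCS for 30 min.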
B2AR arrestin: agonists driving beta-arrestin recruitment to human beta2-adrenergic receptor. P07550. beta-arrestin recruitment to beta2AR, cell-based reporter. Potency, µM (series often up to 46.1 µM), for the others: at the highest dose activation, usual class: activators. 330,000 compounds, 0.02% hits;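 note: potency is the fitted concentration of half-maximal effect; 0% = DMSO controls and full agonism = EC100 isoproterenol or metaproterenol; nearly all actives have a fitted effect of over 65% in size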
p53 reactivation: restores transcriptional activity of mutant p53. 320,000 compounds, 0.063% hits. H1299 p53-A138V BP100-luciferase reporter, luminescence, 24 h. Potency, µM (titrated, usually from 92.2 µM), for inactives: top-dose activity change, positive = activation, hits mostly activators. AID 504706; note: potency is the fitted concentration of half-maximal effect; % of control where 0% means no effect; nearly all actives have a fitted effect of over 45% in size
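H1299 (p53-null), stable ts p53-A138V + BP100-Luc; 1000 cells/well, Opti-MEM/10% FBS; cpd 4 pt, 1:5; 24 h, 37 deg C, 5% CO2; detection reagent 10 min RT; luminescence.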
TRPV1 ag: activates the human vanilloid receptor TRPV1; TRPV1-expressing cells, Fluo-8 calcium influx, agonist mode; activation, % at 8.33 µM; 320,000 compounds, 0.19% hits; AID 540275; in the data active = activation above about 80%; inconclusive = between about 30% and that limit; note: 0% is about no effect
Target sequence (Q8NER1 whole entry, looked up): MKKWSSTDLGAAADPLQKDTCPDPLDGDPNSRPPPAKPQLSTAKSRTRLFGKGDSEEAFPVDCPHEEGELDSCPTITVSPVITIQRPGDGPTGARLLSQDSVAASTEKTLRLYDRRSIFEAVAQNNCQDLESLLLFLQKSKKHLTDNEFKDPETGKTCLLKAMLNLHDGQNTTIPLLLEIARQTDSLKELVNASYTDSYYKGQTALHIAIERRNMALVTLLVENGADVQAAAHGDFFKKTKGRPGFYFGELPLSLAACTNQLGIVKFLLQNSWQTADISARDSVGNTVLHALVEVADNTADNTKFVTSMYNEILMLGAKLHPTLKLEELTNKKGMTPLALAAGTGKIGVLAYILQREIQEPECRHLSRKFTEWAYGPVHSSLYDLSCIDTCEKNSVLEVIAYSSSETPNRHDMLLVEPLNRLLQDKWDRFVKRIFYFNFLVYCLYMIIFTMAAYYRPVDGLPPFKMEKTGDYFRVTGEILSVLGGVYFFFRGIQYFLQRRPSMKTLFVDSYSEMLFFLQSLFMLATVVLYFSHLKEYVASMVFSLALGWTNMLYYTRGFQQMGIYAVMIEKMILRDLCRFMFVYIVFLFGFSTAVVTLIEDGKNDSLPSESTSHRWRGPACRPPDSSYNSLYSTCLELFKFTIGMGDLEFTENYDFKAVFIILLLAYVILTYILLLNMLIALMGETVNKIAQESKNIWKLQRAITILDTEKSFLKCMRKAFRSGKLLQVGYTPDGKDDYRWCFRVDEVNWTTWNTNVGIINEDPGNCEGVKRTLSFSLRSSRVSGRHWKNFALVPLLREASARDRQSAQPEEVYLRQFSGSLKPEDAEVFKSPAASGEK
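TRPV1-expressing cells were cultured overnight at 35.5C and loaded with Fluo-8 calcium dye for 40 to 90 min at room temperature. After a 10 s baseline, compound was added and calcium influx was read kinetically for 3 min (ex 480/em 520 nm).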
* hit, by the source's call; ? = inconclusive; . = no result given; [ ] = remark or other dose. Unless noted, calls come from the whole dose curve; as a rule, active = well fitted curve in the direction sought with a large enough effect; inconclusive = small, poorly fitted or top-dose-only effect, or another doubt; inactive = no such curve, though single readings can be large; an effect the other way counts as inactive or inconclusive. Random draw from the library. About 3.8% of those tested had a hit in this group.

The line under a structure holds: TCR act	BRCA1 expr act	MLL CXXC-DNA inh	ELG1 DNA repair	a7 integrin act	TSG101-PTAP inh	A-T KAP1 phos	B2AR arrestin	p53 reactivation	TRPV1 ag
> Cc1ccc(C2CC2C(=O)NN)cc1 (stereo not given)
→ .	-9%	-3%	4%	1%	.	-5%	0.0%	1%	0
> COc1ccccc1C(=O)Nc1ccc2nc3n(c(=O)c2c1)CCCC3
→ -1%	49%	10%	0%	12%	-2%	-23%	-0.1%	20%	0
> Cc1ccc(-c2nc3sc(C(N)=O)c(N)c3c3c2CCCC3)cc1
→ 1%[46.1 µM]	-31%	-1%	?	-22%	2%	21%	-0.5%	-10%	1
> O=S(=O)(CC(CN1CCCCC1)N1CCCCC1)c1ccccc1 (stereo not given)
→ 9%	-78%	12%	?	-5%	-2%	-5%	-0.5%	-11%	-2
> O=C(COC(=O)CSCc1ccccc1)NCc1ccccc1
→ -1%	-24%	4%	-16%	2%	-3%	2%	-0.3%	-1%	?
> COc1ccc(CNC(=O)C[C@H]2C(=O)N(CCc3ccccc3)C[C@@H]2Cc2ccccc2)cc1
→ -7%	-23%	-7%	?	-8%	-4%	-2%	0.5%	.	?
> COc1ccc(N(CC(=O)NCCC2=CCCCC2)S(=O)(=O)c2ccc(C)cc2)cc1
→ .	.	1%	-11%	.	.	5%	-0.9%	0%	11
> COc1ccc(CC(=O)NNC(=O)CCc2ccccc2)cc1
→ 1%	-15%	-3%	8%	11%	-3%	-1%	0.2%	5%	1
> CC1(C)Oc2ccc(C(=O)NC3CCCCC3)cc2N(CC#N)C1=O
→ -3%	-6%	12%	1%	4%	-2%	2%	0.0%	3%	1
> CC(C)(C)C(=O)Nc1sc2c(c1C(=O)Nc1ccccn1)CCCC2
→ -4%	-26%	-12%	5%	12%	0%	3%[11.5 µM]	0.2%	5%	22
> O=C(Cc1ccc(S(=O)(=O)N2CCOCC2)s1)N1CCN(S(=O)(=O)c2ccc(Cl)cc2)CC1
→ 9%	-27%	.	-16%	-44%	-1%	-3%	-0.6%	1%	0
> O=C(COC(=O)c1ccc(S(=O)(=O)N2CCOCC2)cc1)NCc1ccccc1
→ 3%	12%	.	-5%	3%	1%	-3%	-0.7%	4%	.
> COc1cc(/C=C/C(=O)NC(=O)c2ccccc2O)ccc1O
→ 1%	?	4%	18%	-59%[inhibitor]	-3%	0%	-1.1%	-10%	2
> Cc1ccc(SCCC(=O)OC(C(=O)NC(N)=O)C(C)C)cc1 (stereo not given)
→ -1%	3%	0%	12%	-19%	3%	3%	0.5%	-1%	2
> Oc1ccc(C2C(c3ccccc3)=NN=C(c3ccccc3F)N2O)c(O)c1 (stereo not given)
→ 1%[46.1 µM]	22%	-7%	-1%	21%	-5%	1%	4.0%	11%	2
> C/C(=N\NC(=O)c1ccc2nc[nH]c2c1)c1ccc([N+](=O)[O-])cc1
→ .	.	-7%	6%	.	.	5%	0.0%	6%	-4
> COc1ccc(N2CC(NC(=O)N3CCN(c4ccccc4)CC3)CC2=O)cc1 (stereo not given)
→ -3%	-10%	?	-6%	31%	0%	0%	0.3%	-6%	11
> Cn1c(O)c(C=NCCCCCC(=O)O)c(=O)n(C)c1=O
→ 11%	8%	.	.	-39%[inhibitor]	-2%	.	.	.	.
> CN1C(C(=O)Nc2ccc(F)cc2F)=CC(c2ccco2)=NS1(=O)=O
→ 0%	3%	.	25%	0%	1%	-6%	-0.2%	.	3
> Cc1cc(C)n2nc(-c3sccc3-n3cccc3)cc2n1
→ 4%	-24%	2%	-14%	-12%	-2%	6%	0.3%	-4%	27
> CC1(C2CCC3(C)OC3C2)CO1 (stereo not given)
→ 1%	-8%	.	.	-9%	1%	.	.	.	.
> CN(C)C(=O)c1nc(C#N)c(N(C)C)o1
→ 2%	-8%	1%	-1%	14%	-6%	2%	-0.5%	0%	-3
> O=C(COC(=O)Cn1cnc2ccccc21)Nc1cccc(S(=O)(=O)N2CCOCC2)c1
→ 1%	0%	4%	-1%	-6%	0%	2%	-0.2%	-1%	-1
> CN(C(=O)c1cccc(OC2CCN(S(=O)(=O)N(C)C)CC2)c1)C1CCOC1 (stereo not given)
→ -2%	31%	-2%	?	?	-3%	-4%	-0.1%	.	1
> O=C(Nc1ccc(N2CCN(c3ccc(O)cc3)CC2)cc1)Oc1ccccc1
→ 1%	0%	59%[activator]	1%	-12%	-10%	5%	0.8%	0%	1
> CCCCOc1ccc(/C=N/NC(=S)Nc2cc(C)ccc2C)cc1
→ 2%	-2%[1.84 µM]	18%	16%	9%	-6%	0%	0.1%	-2%	1
> CC(C)N(C(=O)CSc1nnc(CN2CCCCCC2=O)n1-c1ccccn1)C(C)C
→ .	3%	-2%	?	-12%	-4%	2%	-0.3%	2%	0
> O=C1NCCN1C(=O)C12CC3CC(CC(C3)C1)C2
→ 11%	-28%	0%	24%	-16%	-1%	1%	-1.0%	-3%	1
> C=CC[C@@H](CC(=O)N(CCO)Cc1ccccc1)C(=O)N[C@H](COC(=O)[C@H](CC=C)CC(=O)OC(C)(C)C)Cc1c[nH]c2ccccc12
→ -8%	-69%	.	?	-12%	-6%	13%	2.5%	0%	.
> COc1ccc(C2CC(c3ccccc3)Nc3nc(NC(=O)c4ccco4)nn32)cc1 (stereo not given)
→ -3%	9%	-13%	-1%	5%	-5%	6%	0.2%	-2%	-2

Additional structures follow.
The line under a structure holds: TCR act	BRCA1 expr act	MLL CXXC-DNA inh	ELG1 DNA repair	a7 integrin act	TSG101-PTAP inh	A-T KAP1 phos	B2AR arrestin	p53 reactivation	TRPV1 ag
> CC(C)Cn1c(N)c(C(=O)COC(=O)C2CCCCC2)c(=O)n(C)c1=O
→ .	-22%	-11%	?	-40%	-2%	.	-0.5%	-13%	2
> Cc1sc(NC(=S)NC(=O)c2ccco2)c(C#N)c1C
→ -4%	52%	7%	?	?	1%	5%	2.7%	4%	0
> COc1ccc2nc(NC(=O)CSC(C)C(=O)Nc3cc(C)on3)sc2c1 (stereo not given)
→ 0%	-75%	.	?	-1%	-6%	1%	0.2%	12%	1
> O=C(NCC1CCCO1)C(Cc1ccccc1)N1C(=O)C2C3C=CC(C4CC34)C2C1=O (stereo not given)
→ 3%	-3%	-2%	3%	-10%	2%	-2%	0.0%	13%	14
> CCS(=O)(=O)Nc1ccc(C2=NN(C(=O)c3ccco3)C(c3ccco3)C2)cc1 (stereo not given)
→ -6%	-64%	.	?	-20%	-1%	-4%	2.4%	-12%	11
> CC1CC(C)CN(C(=O)c2ccc3ccccc3c2)C1 (stereo not given)
→ -3%	14%	.	14%	13%	0%	-5%	-4.1%	12%	19
> CC[C@]1(C(=O)OC)[C@H]2C(=O)N(Cc3ccccc3)C(=O)[C@H]2[C@H]2CN=C(SCc3ccc(C)cc3)N21
→ -3%[46.1 µM]	-30%	.	-12%	-13%	-2%	14%	-0.3%	-3%	.
> Cc1nc2ccccc2c(=O)n1NC(=O)c1ccccc1Br
→ 2%	-18%	3%	-3%	7%	-1%	-3%	-0.4%	1%	1
> ClC(CCN1CCN(Cc2ccccc2)CC1)c1ccccc1 (stereo not given)
→ -2%	-2%	.	.	-23%	1%	.	.	.	.
> COC(=O)c1sccc1NC(=O)c1cc(OC)cc(OC)c1
→ -2%[46.1 µM]	-25%	3%	?	-12%	-5%	.	-0.1%	-3%	2
> O=[N+]([O-])c1ccc(S(=O)(=O)c2cccc(C(F)(F)F)c2)nc1
→ 0%	-73%	.	.	-65%[inhibitor]	-2%	.	.	.	.
> CCCn1cnc2c(SCc3ccccc3Cl)nc(N)nc21
→ 4%	62%	.	.	-21%	-1%	.	.	.	.
> COc1ccc(NC(C)=O)cc1S(=O)(=O)Nc1ccc(S(=O)(=O)N2CCCCC2)cc1
→ 2%	-10%	.	10%	-11%	0%	1%	-0.4%	1%	.

Screens: PubChem BioAssay, National Center for Advancing Translational Sciences (NCATS)
